# Bioassay records (PubChem BioAssay)
# Peg3 promoter – inhibitors of Peg3 promoter; HeLa PEG-Prom luciferase reporter, luminescence, overnight; actives 1.7% (n = 360,000); inhibition, % at 20 µM; AID 588405;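 active = inhibition of at least 50% at 20 µM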
# Exocytosis inh – lytic granule exocytosis inhibition | TALL-104 LAMP-1 surface exposure, flow cytometry; cells stimulated with thapsigargin and PMA | inhibition, % at 10 µM | actives 0.66% (n = 360,000);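 active = inhibition above about 55%, limit read from the data; inconclusive = no clear call, values can overlap the other calls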
# NR2E3 ag-1 – human photoreceptor-specific nuclear receptor agonism; inhibition of corepressor binding, % at 3.98 µM; actives 0.35% (n = 360,000); AID 602229; CHO-S Gal4-NCOR/VP16-NR2E3 two-hybrid, luciferase;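 active = inhibition above the mean of all tested compounds plus 3 SD, cut at about 70% in these data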;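 also: 0% = DMSO with NR2E3 transfected cells and 100% = cells lacking NR2E3 construct; higher means lower luciferase signal from less NR2E3 corepressor binding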
# Target sequence (Q9Y5X4 whole entry, looked up, the tested form may be a part): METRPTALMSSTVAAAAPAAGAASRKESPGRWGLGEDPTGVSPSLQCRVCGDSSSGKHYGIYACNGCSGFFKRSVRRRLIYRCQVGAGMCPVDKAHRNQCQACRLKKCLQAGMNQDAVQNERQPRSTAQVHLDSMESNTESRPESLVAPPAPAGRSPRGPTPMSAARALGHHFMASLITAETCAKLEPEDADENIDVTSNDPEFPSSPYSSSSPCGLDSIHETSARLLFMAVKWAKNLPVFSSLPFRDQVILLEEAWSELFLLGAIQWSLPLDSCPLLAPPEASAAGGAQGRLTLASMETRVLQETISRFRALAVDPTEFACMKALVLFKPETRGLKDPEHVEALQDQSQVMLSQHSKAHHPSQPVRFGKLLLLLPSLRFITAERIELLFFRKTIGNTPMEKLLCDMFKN
# iPSC survival up – hiPSC single-cell survival enhancement | actives 0.044% (n = 360,000) | ATPlite luminescence; 100% = ROCK inhibitor wells, 0% = DMSO | survival enhancement, % at 20 µM; in the data active = survival enhancement above about 18%;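 also: cells exposed to compounds for 16 hours before the ATP read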
# PDI inh – inhibitors of human protein disulfide isomerase | P07237 | PDI insulin aggregation turbidity, A650, 90 min | inhibition, % at 10 µM | actives 0.052% (n = 350,000) | AID 588391;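 active = mean inhibition across replicates of 30% or more, whatever share of single replicates reach that level; inconclusive = mean inhibition below 30% while every single replicate reaches 30%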;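 also: absorbance from insulin aggregation driven by PDI reduction with DTT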
# Target sequence (P07237 whole entry, looked up): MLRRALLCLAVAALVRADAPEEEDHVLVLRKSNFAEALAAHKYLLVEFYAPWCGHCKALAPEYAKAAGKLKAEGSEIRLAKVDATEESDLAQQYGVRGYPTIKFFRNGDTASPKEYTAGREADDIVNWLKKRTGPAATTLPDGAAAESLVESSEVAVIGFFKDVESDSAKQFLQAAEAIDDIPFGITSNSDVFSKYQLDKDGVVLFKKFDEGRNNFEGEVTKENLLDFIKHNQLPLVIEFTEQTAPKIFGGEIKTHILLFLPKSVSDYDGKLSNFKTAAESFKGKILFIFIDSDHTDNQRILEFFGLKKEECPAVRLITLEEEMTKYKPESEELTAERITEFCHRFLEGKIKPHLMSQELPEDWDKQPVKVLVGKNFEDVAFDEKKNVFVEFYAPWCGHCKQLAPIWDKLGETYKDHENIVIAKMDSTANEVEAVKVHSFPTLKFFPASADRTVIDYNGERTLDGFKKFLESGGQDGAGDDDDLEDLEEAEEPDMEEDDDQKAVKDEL
# NR2E3 ag-2 – agonists of human nuclear receptor NR2E3; inhibition of corepressor binding, % at 4.78 µM; actives 0.12% (n = 320,000); GST-NR2E3/biotin-RetCOR TR-FRET, 1536-well; AID 2300;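 active = percent inhibition above the cutoff of mean plus 3 SD of all tested compounds, set per screening campaign, cut at about 20% in these data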;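 also: 0% = DMSO wells and 100% = biotin wells as full block of FRET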
#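 System: GST-NR2E3 and biotin-RetCOR proteins; probe or stimulus: 7 nM biotin-RetCOR; doses: compound at 4.8 µM, single dose; schedule: Compound–protein incubation for 5 h at 4 °C; detection: time-resolved FRET; read-out: percent inhibition; controls: biotin wells as high control, 0.6% DMSO wells as low control; format: 1536-well plates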
# Vif inh – HIV Vif inhibition; actives 0.35% (n = 340,000); inhibition, % at 7.49 µM; HEK293T cells, Vif self-association by quenched fluorescence, imaging, 24 h; in the data active = inhibition above about 50%, passing the limit was not always enough; inconclusive = no clear call, values can overlap the other calls; inactive = below about 31%; also: some results filed as inactive read as strong as hits
# CaV13 FRET inh – Primary screen for inhibitors of IQ motif and Ca2+-dependent inactivation inhibitor domain binding in CACNA1D, Förster resonance energy transfer in living cells, …. HEK cells, CFP/YFP FRET ICDI-IQ, plate reader, 10 min; percent FRET-ratio fall versus neutral wells. inhibition, % at 12.3 µM. actives 0.098% (n = 340,000);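 active = mean replicate inhibition of at least 30% and at least 1% of replicates passing that level; inconclusive = only one of the two criteria is met; inactive = neither criterion is met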;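 also: 0% = median of the neutral control wells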
# HIF-2a block – blocks HIF-2a reporter activity | actives 0.72% (n = 360,000) | 786-0 RCC cells HIF-2a reporter, luciferase luminescence, overnight | inhibition, % at 18.8 µM | AID 624352;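 active = inhibition of the luminescence signal of 40% or more relative to plate controls, in a single-dose primary screen at 18.75 µM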
# aDG glyco up – increases alpha dystroglycan glycosylation; Pro5-aDG cells, alpha-DG glycosylation AlphaScreen (IIH6); 0% Pro5, 100% B10-LARGE cell signal; activation, % at 10 µM; actives 0.22% (n = 360,000); AID 624168;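 active = activation of at least 8% versus controls, or a plate z-score of at least 8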;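 also: Pro5 are CHO cells carrying HIG-tagged alpha-DG that lacks glycosylation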
# MITF TRPM1 inh – MITF TRPM1 promoter inhibition in SK-MEL-5 cells; actives 0.83% (n = 330,000); inhibition, % at 12.5 µM; SK-MEL-5 TRPM1 promoter luciferase, 24 h;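 active = mean inhibition across replicates of 60% or more, whatever share of single replicates reaches that level; inconclusive = some that reach 60%, reason not given; inactive = mean inhibition across replicates below 60%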; also: values of inactives mirror those of a sister screen read the other way
# * marks the source's active call; other numbers are inactive results; ? = inconclusive; nt = not tested or not shown.
SMILES,Peg3 promoter,Exocytosis inh,NR2E3 ag-1,iPSC survival up,PDI inh,NR2E3 ag-2,Vif inh,CaV13 FRET inh,HIF-2a block,aDG glyco up,MITF TRPM1 inh
Cc1onc(-c2ccccc2)c1C(=O)NCCc1ccncc1,3,-2,23,-0.4,2,-5,4,-2,14,0.2,5
CC(=O)OCCOCn1cnn2c(=O)c(Br)c(C)nc12,20,2,4,0.1,1,2,11,3,12,0.0,-3
Cn1c(CNC(=O)c2ccccc2F)cc2ccccc21,-21,-11,2,-0.5,-21,-2,1,1,-52,0.0,10
O=C(Nc1ccc(Cl)cn1)c1cccc(OCc2ccccc2)c1,-88,4,-72,-0.6,-3,-1,-9,-13,-162,-0.1,-6
O=C(COC(=O)CNC(=O)c1ccccc1F)NC1CC1,-12,-5,33,-0.4,2,nt,-2,-5,-7,-0.1,-11
CCOC(=O)c1cnc(-n2nc(C)cc2C)nc1N1CC(C)OC(C)C1 (configuration not stated),7,-2,7,-1.5,-2,0,-9,-4,7,0.0,8
CCOC(=O)N1CCN(C(=O)c2ccc3c(=O)n(CCc4ccccc4)c(=O)[nH]c3c2)CC1,-10,-1,0,-3.1,-4,0,2,nt,4,0.4,-6
Cc1cccc(C2=NN(c3ccc(Br)cc3)[C@@H](C(=O)N3CCOC3=O)[C@@H]2c2ccc(Cl)cc2)c1,27,2,-34,0.7,9,nt,-2,nt,2,4.0,9
COc1cccc(NC(=O)CSc2nnc(-c3cc(C)[nH]n3)n2N)c1,-6,-13,-5,0.1,-4,1,10,-7,-6,0.1,-5
CC1CCN(C(=O)c2ccc(NS(=O)(=O)c3ccc4[nH]c(=O)[nH]c4c3)cc2)CC1,-7,2,-5,-0.2,1,-3,-1,-7,1,-0.2,-1
NNC(=O)[C@H]1C[C@@H]1c1ccccc1,0,3,-10,1.8,7,6,-1,-20,13,0.3,8
CCOC(=O)c1cc2c(c(CCO)n1)[C@@H](CCO)N(S(=O)(=O)C(C)(C)C)C2,-13,0,-21,2.2,4,nt,nt,-8,6,0.1,-5
CC1=C(CO)C(=O)OC([C@@H](C)C2CC[C@H]3C4C[C@H]5O[C@]56[C@@H](O)C=CC(=O)[C@]6(C)C4CC[C@]23C)C1 (some centres not stated),109*,21,26,-1.4,nt,3,6,nt,94*,-0.4,106*
Fc1ccc2cnc(-c3ccccc3)c(-c3ccc(C(F)(F)F)cc3)c2c1,-18,-4,-4,-0.5,-1,5,-3,-6,-22,0.0,3
COC(=O)C1(C(=O)OC)C/C=C\CCN(S(=O)(=O)c2ccccc2[N+](=O)[O-])CC1,nt,-5,-19,0.2,nt,nt,nt,-2,-1,0.0,nt
COc1cc(C(=O)O[C@H]2CC(C)=CC[C@@]3(C)CC[C@@](O)(C(C)C)[C@H]23)ccc1O,26,2,-6,-0.2,0,-1,10,-2,20,0.0,-14
CN(C)c1cccc(C(=O)Nc2cccc(S(=O)(=O)NC3=NCCC3)c2)c1,-138,0,-177,-0.3,11,1,7,-7,-106,0.0,-3
COc1ccc(/C(N)=N/OC(=O)Cc2cccs2)cc1,-313,5,-116,0.3,1,-2,21,-5,-255,0.2,-89
COc1ccc(CC(=O)OCC(=O)Nc2ncc(Cl)c(C)c2Cl)cc1,6,6,20,0.3,7,nt,0,-7,-13,-0.1,8
Cc1cc(NC(=O)CCN2C(=O)C3C4C=CC(C4)C3C2=O)c2ccccc2n1 (configuration not stated),18,-11,5,0.3,0,-3,1,-2,15,0.2,7
Cc1cc(NC(=O)COC(=O)c2ccccc2O)no1,-14,13,-17,0.7,7,nt,1,-6,8,-0.1,5
Clc1cc(Cl)c2nc(N3CCCCC3)sc2c1,-341,3,-58,-1.4,1,-1,-2,-3,-254,-0.1,-64
CC(=O)C1(C)C(=O)N(c2ccc(C)cc2)C(=O)N1c1ccc(C)cc1 (configuration not stated),-8,-11,-11,-0.8,1,nt,2,-5,-19,0.0,-12
CC(C)(C)NC(=O)C(c1ccc(F)cc1)N(CCc1ccccc1)C(=O)c1ccn[nH]1 (configuration not stated),3,3,-12,1.0,-1,1,-1,-3,5,0.1,8
Cc1nn(CC(=O)NCCCN2CCC(Cc3ccccc3)CC2)c(=O)c2cc(-c3ccccc3)nn12,100*,87*,26,0.2,3,3,-10,-2,-30,0.7,?
COc1ccc(OC)c2sc(NC(=O)c3ccc(S(=O)(=O)N4CCOCC4)cc3)nc12,4,-7,16,-1.6,nt,-4,7,-6,2,-0.3,nt
CC(C(=O)Nc1ccc(S(=O)(=O)N2CCCC2)cc1)N(C)Cc1ccc(F)cc1 (configuration not stated),3,-6,9,-0.9,4,2,-3,-5,-3,0.1,2
CN(Cc1nccn1C)C(=O)c1cc(COc2ccc3ncccc3c2)on1,11,0,1,0.0,3,-2,-4,-4,14,1.0,7
O=S(=O)(c1cc(F)ccc1F)N1CCN(c2ncnc3ccccc23)CC1,21,-1,88*,0.5,-4,nt,-35,-8,28,1.1,32
O=C(CN1CCC(C(=O)c2ccc3c(c2)OCCO3)CC1)NCc1ccccc1,11,-6,-12,0.2,-7,-4,-16,-2,13,0.0,11
O=C(/C=C/c1cccs1)NC(=S)Nc1ccccc1,-178,-11,-22,-0.2,0,-1,6,-2,-292,0.4,-20
CN(CC(=O)Nc1ccc(Br)cc1)Cc1ccccc1,-54,-11,5,-0.1,3,-1,4,-22,-114,0.1,-8
Cc1ccc(-c2noc(CN(C(=O)c3cccs3)C(C)C)n2)cc1,-5,4,9,1.8,0,2,1,-8,-41,0.0,6
CC(CC(=O)N1CCc2ccccc21)S(=O)(=O)c1ccc2c(c1)NC(=O)CO2 (configuration not stated),-21,-1,26,-0.3,13,6,0,-4,-6,0.0,-4
CCOP(=O)(OCC)C(Nc1ccccn1)c1ccc(F)cc1 (configuration not stated),6,-8,1,1.6,4,1,-1,-15,10,0.0,-4
COc1ccc(C(=O)C[n+]2ccc(-c3nnc4n3CCCCC4)cc2)cc1,-2,-7,-11,-0.3,2,3,-4,-17,-2,0.4,9

# Quoted from the entries so far for reference:
SMILES,Peg3 promoter,Exocytosis inh,NR2E3 ag-1,iPSC survival up,PDI inh,NR2E3 ag-2,Vif inh,CaV13 FRET inh,HIF-2a block,aDG glyco up,MITF TRPM1 inh
Cc1nn(CC(=O)NCCCN2CCC(Cc3ccccc3)CC2)c(=O)c2cc(-c3ccccc3)nn12,100*,87*,26,0.2,3,3,-10,-2,-30,0.7,?
COc1ccc(OC)c2sc(NC(=O)c3ccc(S(=O)(=O)N4CCOCC4)cc3)nc12,4,-7,16,-1.6,nt,-4,7,-6,2,-0.3,nt

# (more compounds)
SMILES,Peg3 promoter,Exocytosis inh,NR2E3 ag-1,iPSC survival up,PDI inh,NR2E3 ag-2,Vif inh,CaV13 FRET inh,HIF-2a block,aDG glyco up,MITF TRPM1 inh
CCn1c(C(O)c2cccc(OC)c2OC)nc2ccccc21 (configuration not stated),16,0,11,3.1,-1,1,-1,0,23,-0.2,5
O=S1(=O)[C@H]2C[C@@H]3C=C[C@@]2(CN1Cc1cccc(F)c1)O3,-7,5,6,-2.4,5,-2,-6,-6,1,0.1,-2
COc1cccc(C(O)c2nc(-c3ccncc3)cs2)c1 (configuration not stated),7,4,15,0.0,-3,nt,-21,-10,15,1.0,nt
Cc1ccc(N=C2SC(C(=O)Nc3ccc(OC(F)(F)F)cc3)C(N)=C2C(=O)Nc2c(C)cc(C)cc2C)cc1 (configuration not stated),30,1,20,0.2,-2,4,11,-15,40,0.4,17
COC(=O)C/C(O)=C(/N=Nc1cccc(C(F)(F)F)c1)C(=O)OC,-6,2,33,3.5,1,0,6,-6,6,0.1,-11
COc1ccc(NC(=O)C(=O)NNC(=O)C(C)Oc2ccc(Cl)cc2Cl)cc1 (configuration not stated),14,-8,-12,3.3,6,-1,3,-6,17,0.5,-1
Cc1c(NC(=O)CC(=O)Nc2c(C)n(C)n(-c3ccccc3)c2=O)c(=O)n(-c2ccccc2)n1C,-11,2,-8,-1.2,-3,4,28,nt,2,0.2,3
COc1ccc(-c2coc3cc(OC(C)=O)ccc3c2=S)cc1,-381,-9,-123,-1.1,6,nt,21,-3,-300,-0.1,-90
O=C(CCc1ccc(S(=O)(=O)NC2CCCCC2)cc1)NCc1ccccc1,23,1,10,7.5,-1,1,6,0,22,0.1,5
CCOC(=O)c1c(C)n(C)c2cc(Br)c(O)c(O)c12,16,3,-23,-0.2,-3,-3,4,0,15,0.1,-88
Clc1cccc(Cl)c1CSc1nnc(-c2sccc2-n2cccc2)o1,-9,3,-31,4.7,22,-3,9,-5,-52,-0.2,-1
Cc1nn(-c2ccccc2)c(C)c1C(=O)NCc1ccc(S(N)(=O)=O)cc1,15,-3,-17,-0.4,-16,2,-10,-7,-1,0.1,12
COc1ccc(OCc2nc3c4cc(OC)c(OC)cc4nc(=S)n3[nH]2)cc1,10,-6,18,-1.6,4,21*,0,-4,15,-0.1,3
Cc1cccc(N2CCN(c3cc(C)nc4nnnn34)CC2C)c1 (configuration not stated),2,-2,-23,0.2,-1,0,nt,-1,17,-0.1,4
Cc1cc(O)cc(O)c1C=NCc1ccco1,12,-2,5,-0.6,-2,1,-6,-4,17,0.8,-3
Cc1ccc(OCC(=O)c2cc(C)c(C)cc2C)c([N+](=O)[O-])n1,14,5,-36,-2.4,-6,-4,-7,nt,9,-0.2,12
O=C(NCCCn1ccnc1)c1cccc(S(=O)(=O)Nc2ccccc2F)c1,14,1,0,0.4,1,1,1,nt,13,-0.1,15
Cc1nc2c(C)cccn2c1C(=O)c1ccccc1,-5,0,-24,0.4,3,0,-9,-6,-11,0.1,-7
CC(C)CC1C(=O)N(Cc2cn(CCC3OCCO3)nn2)CCS(=O)(=O)N1Cc1ccc(-c2ccncc2)cc1 (configuration not stated),-7,-2,18,-0.8,2,nt,14,-8,-5,0.0,nt
Cc1ccccc1NC(=O)CCn1c(=O)oc2ccccc21,-6,-4,-29,0.2,nt,-1,-7,-4,3,0.2,nt
CC(=O)c1ccc(NC(=O)C(C)NCc2ccc(Cl)cc2)cc1 (configuration not stated),1,-1,-19,-0.3,-2,-1,3,-6,-1,-0.1,8
Cc1ccc(-c2csc(NC(=O)CN3CC(C)OC(C)C3)n2)cc1 (configuration not stated),15,1,3,-0.7,1,-1,-3,-5,-13,0.5,20
Cc1ccc(C(=O)c2nccn2C)cc1C,-69,-4,-41,-0.1,-4,6,-5,-7,-80,-0.1,-8
CCO[C@@H]1OC(C(=O)Nc2ccccc2)=C[C@H](c2coc3ccccc3c2=O)[C@H]1CCCO,4,7,-7,-2.4,-4,3,-7,-7,-1,0.0,-35
CC(=O)Nc1n[nH]c(-c2ccc(C)cc2)c1C,-10,-1,-10,-0.5,-8,-2,2,-5,-5,0.1,-3
Cc1cc(=O)oc2cc(OCC(=O)N/N=C/c3ccccc3O)ccc12,7,-4,3,-0.5,-9,5,-3,-1,11,0.2,7
N#CCC(=O)Nc1ccccc1C(=O)O,0,-3,-9,4.4,0,0,2,-1,-5,-0.2,-2
